TRAIL sens C8: sensitizes caspase-8 expressing cells to TRAIL; NB7+C8 cells + TRAIL, ATPlite viability luminescence; inhibition (viability loss, TRAIL sensitization), % at 10 µM; actives 1% (n = 360,000);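 active = compounds causing at least 50% loss of cell viability in the single-dose screen, relative to plate controls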
COUP-TFII inh: inhibitors of human COUP-TFII (NR2F2); P24468; HEK293T NGFI-A luciferase reporter, luminescence; inhibition, % at 8.6 µM; actives 0.7% (n = 370,000);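 active = inhibition above a per-plate cutoff, mean inhibition of test wells between control levels plus 3 SD, cut at about 38% in these data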;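 also: cells cotransfected with COUP-TFII expression vector driving the NGFI-A reporter; 0% = median of COUP-TF2 test wells and 100% = reporter-only cells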
LMP1 NFkB inh: inhibitors of Epstein-Barr LMP1-induced NF-kappaB reporter | LMP1-induced NF-kappaB luciferase reporter cells, luminescence | inhibition, % at 12.5 µM | actives 0.69% (n = 350,000); in the data active = inhibition above about 41%; inconclusive = no clear call, values can overlap the other calls;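 also: 0% = neutral control wells and 100% = reference inhibitor control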
NR5A2 inv ag: NR5A2 inverse agonism in reporter assay; AID 602396; HEK293T StAR-luciferase reporter, LRH-1 transfected, 24 h; actives 0.13% (n = 360,000); O00482; inhibition, % at 3.6 µM;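 active = inhibition above the mean inhibition of all tested compounds plus 3 SD, cut at about 73% in these data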;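 also: 0% = DMSO wells and 100% = reporter-only cells lacking LRH-1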
CF NFkB block: blocks PAF-induced NF-kB reporter in cystic fibrosis cells. KKLEB NF-kB-GFP reporter, GFP fluorescence overnight. actives 0.86% (n = 360,000). inhibition, % at 5 µM. AID 588850;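 active = at least 50% inhibition at 5 µM, scaled per plate between neutral and stimulator controls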;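 also: PAF is a Pseudomonas aeruginosa culture filtrate used as stimulus; plate controls were PAF-stimulated DMSO wells for no effect and unstimulated DMSO wells for full effect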
TWEAK-Fn14 inh: blocks TWEAK-Fn14 interaction in a reporter cell assay. TWEAK-stimulated Fn14 reporter cells, luciferase luminescence, 8 h. actives 2% (n = 360,000). AID 1159606. inhibition, % at 10 µM; in the data active = inhibition above about 50%
Shn3 inh set2: Schnurri-3 reporter inhibition in Clone20 osteoblasts. Clone20 osteoblast Shn3 3'UTR firefly luciferase, 24 h. inhibition, % at 12.5 µM. actives 0.52% (n = 360,000);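 active = mean inhibition of at least 75% with every replicate also reaching 75%; inconclusive = mean inhibition at least 75% but some replicate below; inactive = mean inhibition below 75%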;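 also: 0% = median of neutral control wells and 100% = pilot-screen positive control compound; some compounds past the cut are filed as inactive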
SRC1 inh: inhibitors of human steroid receptor coactivator 1 (SRC1) | Q15788 | HEK293 GAL4-SRC1 luciferase reporter, luminescence | inhibition, % at 3.6 µM | actives 0.12% (n = 360,000);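 active = inhibition above the campaign mean plus 3 SD, with each screening campaign given its own cutoff, cut at about 60% in these data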;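 also: 0% = DMSO treated cells and 100% = gossypol at 36 µM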
Target sequence (Q15788 whole entry, looked up, the tested form may be a part): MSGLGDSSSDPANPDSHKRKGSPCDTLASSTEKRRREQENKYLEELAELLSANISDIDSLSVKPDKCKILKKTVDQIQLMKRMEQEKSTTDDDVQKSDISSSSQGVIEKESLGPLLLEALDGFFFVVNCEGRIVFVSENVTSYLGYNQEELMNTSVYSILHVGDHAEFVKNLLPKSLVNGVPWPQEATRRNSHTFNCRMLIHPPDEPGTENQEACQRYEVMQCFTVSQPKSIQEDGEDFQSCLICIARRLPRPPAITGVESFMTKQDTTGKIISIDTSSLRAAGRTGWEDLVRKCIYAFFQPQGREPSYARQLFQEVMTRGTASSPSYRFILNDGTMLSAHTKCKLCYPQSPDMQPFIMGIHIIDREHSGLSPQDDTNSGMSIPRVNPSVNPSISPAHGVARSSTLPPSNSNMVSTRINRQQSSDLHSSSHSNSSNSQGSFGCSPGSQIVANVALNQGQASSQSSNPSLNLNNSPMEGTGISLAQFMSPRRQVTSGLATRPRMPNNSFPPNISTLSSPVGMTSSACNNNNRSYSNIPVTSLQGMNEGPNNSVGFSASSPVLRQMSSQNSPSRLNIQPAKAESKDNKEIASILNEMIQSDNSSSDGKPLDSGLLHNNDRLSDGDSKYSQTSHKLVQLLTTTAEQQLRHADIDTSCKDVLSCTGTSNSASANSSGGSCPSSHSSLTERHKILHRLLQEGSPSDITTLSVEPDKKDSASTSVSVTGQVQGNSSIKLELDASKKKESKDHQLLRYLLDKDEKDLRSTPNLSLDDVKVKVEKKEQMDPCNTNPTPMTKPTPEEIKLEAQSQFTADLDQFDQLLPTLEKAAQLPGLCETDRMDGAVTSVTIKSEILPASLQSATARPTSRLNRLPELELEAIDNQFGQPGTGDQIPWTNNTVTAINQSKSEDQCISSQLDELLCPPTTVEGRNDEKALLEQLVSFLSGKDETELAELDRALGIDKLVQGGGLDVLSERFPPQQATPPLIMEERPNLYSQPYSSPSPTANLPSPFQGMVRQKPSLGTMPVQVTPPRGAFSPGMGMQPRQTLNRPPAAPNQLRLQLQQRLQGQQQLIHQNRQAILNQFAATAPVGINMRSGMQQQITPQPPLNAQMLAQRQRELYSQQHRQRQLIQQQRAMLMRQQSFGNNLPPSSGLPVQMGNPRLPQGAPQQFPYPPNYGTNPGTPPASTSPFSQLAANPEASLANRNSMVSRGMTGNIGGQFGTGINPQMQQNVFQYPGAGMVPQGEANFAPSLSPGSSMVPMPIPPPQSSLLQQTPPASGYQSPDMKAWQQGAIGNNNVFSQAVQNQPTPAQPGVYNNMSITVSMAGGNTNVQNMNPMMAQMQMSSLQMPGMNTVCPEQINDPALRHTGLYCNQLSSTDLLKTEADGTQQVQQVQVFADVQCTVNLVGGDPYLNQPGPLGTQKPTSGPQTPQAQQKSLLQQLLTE
NCOA3 inh: inhibitors of human steroid receptor coactivator 3 (SRC3); Q9Y6Q9; HEK293 GAL4-SRC3 luciferase reporter, luminescence; inhibition, % at 3.6 µM; actives 0.17% (n = 360,000); AID 588352;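 active = inhibition above a per-campaign cutoff, the mean of all compounds plus 3 SD, cut at about 60% in these data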;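 also: 0% = DMSO-treated cells and 100% = gossypol-treated cells at 36 µM; higher means less SRC3-driven luciferase light from the GAL4 reporter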
TROY NFkB inh: TROY signaling inhibition | Q293 LMP1-TROYcd NF-kB luciferase reporter, 4 h | inhibition, % at 10 µM | actives 0.98% (n = 360,000) | AID 1347056;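 active = compounds whose plate-normalised and pattern-corrected inhibition of the luciferase reporter signal at the single screening dose is 50% or more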
KKLEB tox: CF airway cell cytotoxicity counter-screen; KKLEB CF airway cells viability, ATPlite luminescence, overnight; hits give low values; cells stimulated with P. aeruginosa culture filtrate; activity change (cytotoxicity), % at 5 µM; actives 0.36% (n = 360,000); AID 602141;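 active = corrected activity change at or below -50% at 5 µM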
Numbers without * were called inactive; ? = inconclusive; . = not tested or not shown. An excerpt, so the mix of outcomes need not match the whole.

SMILES	TRAIL sens C8	COUP-TFII inh	LMP1 NFkB inh	NR5A2 inv ag	CF NFkB block	TWEAK-Fn14 inh	Shn3 inh set2	SRC1 inh	NCOA3 inh	TROY NFkB inh	KKLEB tox
CCS(=O)(=O)C1=NN2C(=N)/C(=C\c3ccc(OC(=O)c4ccco4)c(OC)c3)C(=O)N=C2S1	-6	12	3	10	-3	-26	-40	-21	-9	-19	-3
CC(=O)OCC(=O)NCCCOc1cccc(CN2CCCCC2)c1	0	-10	-5	5	10	-2	-5	9	4	-7	4
COc1ccc(-c2nnc(NC(=O)c3ccc([N+](=O)[O-])o3)o2)c(OC)c1	4	1	-2	43	2	13	-14	-11	-14	4	-11
O=S(=O)(c1ccc2nc(-c3ccco3)c(-c3ccco3)nc2c1)N1CCOCC1	-18	8	-6	1	14	2	9	-6	-6	-5	-8
CCNC(=O)Nc1cc(OC)c(OC)cc1C(=O)O	-8	-5	2	9	16	10	-112	4	5	-7	-15
COC(=O)[C@]1(C)CCC[C@@]2(C)C3CC[C@@]4(C)C[C@]3(CCC21)CC(=O)N4 (stereo partly specified)	-6	4	5	19	32	-15	6	-3	14	1	-5
CCC(=O)Nc1ccc(NC(=O)c2ccc3ccccc3c2)cc1	-27	-15	-9	-21	7	-2	-15	-26	-41	-13	-1
CCCCCCn1c(=O)n2n(c1=O)[C@@H]1CN(S(=O)(=O)c3ccc(C)cc3)C[C@]1(O)[C@@H](OC(=O)NC1CCCC1)C2	1	-7	-5	2	11	-1	25	-3	9	9	12
O=C(NCCN1CCOCC1)/C(=C/c1ccccc1)NC(=O)c1ccccc1	-1	-4	-3	-14	4	-23	6	-1	9	7	-6
CC1CN(Cc2nc3c(c(=O)n(C)c(=O)n3C)n2Cc2cccc(Cl)c2)CC(C)O1 (stereo unspecified)	2	-2	-3	25	2	7	-24	2	-11	5	-10
CCCC(c1nnnn1Cc1ccccc1)N1CCN(c2ccccc2OC)CC1 (stereo unspecified)	6	6	9	-11	-16	2	-1	5	14	-17	-5
CN(C)c1ccc(C(=O)Nc2cccc(S(=O)(=O)N3CCCC3)c2)cc1	22	-31	-13	-22	-11	1	-3	-38	-9	-23	-10
Cc1onc(-c2c(Cl)cccc2Cl)c1C(=O)Nc1ccc(C(N)=O)cc1	-17	-22	-4	13	-15	-2	0	2	-3	-3	9
CCC(C)C(N)C1=NC(C(=O)N[C@@H](CC(C)C)C(=O)N[C@H](CCC(=O)[O-])C(=O)N[C@H](C(=O)N[C@H]2CCCCNC(=O)[C@H](CC(N)=O)NC(=O)[C@@H](CC(=O)[O-])NC(=O)[C@H](Cc3cnc[nH]3)NC(=O)[C@@H](Cc3ccccc3)NC(=O)[C@H]([C@@H](C)CC)NC(=O)[C@@H](CCCN)NC2=O)[C@@H](C)CC)CS1.[Zn+2] (stereo partly specified)	11	.	-5	4	-8	-1	-20	-10	-44	-2	1
CC(=O)c1ccc(-n2c(=O)[nH]c(=O)c3c(N)c(C(=O)c4ccc(Cl)cc4)sc32)cc1	-37	-2	-3	2	0	-16	-3	-13	9	-1	9

Among those listed so far, three contain a halogen:
SMILES	TRAIL sens C8	COUP-TFII inh	LMP1 NFkB inh	NR5A2 inv ag	CF NFkB block	TWEAK-Fn14 inh	Shn3 inh set2	SRC1 inh	NCOA3 inh	TROY NFkB inh	KKLEB tox
CC1CN(Cc2nc3c(c(=O)n(C)c(=O)n3C)n2Cc2cccc(Cl)c2)CC(C)O1 (stereo unspecified)	2	-2	-3	25	2	7	-24	2	-11	5	-10
Cc1onc(-c2c(Cl)cccc2Cl)c1C(=O)Nc1ccc(C(N)=O)cc1	-17	-22	-4	13	-15	-2	0	2	-3	-3	9
CC(=O)c1ccc(-n2c(=O)[nH]c(=O)c3c(N)c(C(=O)c4ccc(Cl)cc4)sc32)cc1	-37	-2	-3	2	0	-16	-3	-13	9	-1	9

Next section
SMILES	TRAIL sens C8	COUP-TFII inh	LMP1 NFkB inh	NR5A2 inv ag	CF NFkB block	TWEAK-Fn14 inh	Shn3 inh set2	SRC1 inh	NCOA3 inh	TROY NFkB inh	KKLEB tox
Cc1ccc(Nc2nnc(SCC3CCCCO3)s2)cc1 (stereo unspecified)	9	-17	-25	-31	-4	-18	-18	-33	-30	-70	4
O=C1c2ccccc2CCCC12N=NCC2c1cccc2ccccc12 (stereo unspecified)	-5	9	6	-6	15	17	-6	-9	14	34	-3
COc1ccccc1C(=O)COC(=O)c1cc([N+](=O)[O-])ccc1N1CCOCC1	-4	1	5	-4	28	-25	0	-10	-6	-8	-12
O=C(OCc1ccccc1)/C(=C/c1cccc(Br)c1)NC(=O)c1ccco1	-15	12	4	12	-20	10	-5	-18	9	5	5
Cc1ccc(C(=O)OCC(=O)NCC2CCCO2)c(C)c1 (stereo unspecified)	7	-4	1	-11	4	-3	-18	-7	5	-41	-9
COc1cccc2cc(-c3nnc(SCC(=O)Nc4cc(C(F)(F)F)ccc4Cl)n3N)oc12	3	-22	8	-1	42	9	2	0	1	21	8
CC(C)c1nnc(NC(=O)c2ccc(S(=O)(=O)N3CCOCC3)cc2)s1	-6	-1	-14	-3	27	-3	-4	-8	-14	-1	-7
CC(C)(C)c1cn(-c2ccc(F)cc2)c(=S)[nH]1	-7	0	9	-31	-5	12	-12	-3	-5	-10	1
CCCc1cc(=O)oc2cc(OCC(=O)N(C)C)c(Cl)cc12	-10	-14	-2	-2	-23	-10	3	10	26	-11	4
CCC1c2ccccc2C(=O)C1C(N)=O (stereo unspecified)	-20	-2	-2	-18	-36	-3	?	-26	-1	5	18
Cc1ccc(S(=O)(=O)N(C)C)cc1NC(=O)COC(=O)c1ccc2ccccc2n1	-7	-11	-9	6	10	3	1	-10	-14	8	-3
O=C(CCN1C(=O)/C(=C/c2ccccc2Cl)SC1=S)NC1CCCC1	15	-10	2	8	15	-15	-10	1	18	2	4
CCn1c2ccccc2c2cc(NC(=O)CSc3nnc(-c4ccc(OC)c(OC)c4)n3N)ccc21	-1	-1	-6	27	2	23	14	-18	8	4	9
CCCCCCNC(=O)CC(c1ccccc1)c1cc(Br)ccc1O (stereo unspecified)	2	10	6	2	13	42	14	13	8	55*	18
COCCNC(=O)c1cccc2c(-c3ccnn3C)coc12	-4	-5	.	17	2	2	-14	-6	-22	-13	-4
COc1ccc(C(=O)CSc2nc(SC)ns2)cc1OC	9	8	-4	3	17	14	9	-12	-16	-11	-6
O=S1(=O)CC/C(=N\Nc2ccccc2)c2ccsc21	-5	-8	8	-7	-29	-23	-5	3	20	-15	2
O=C(COC(=O)c1ccc(Cl)c(S(=O)(=O)N2CCCCC2)c1)NCCc1ccccc1	-4	12	-3	10	2	-1	3	-3	8	-6	14
CCCC(=O)NC(=S)Nc1ccc(N2CCN(C(=O)c3cccs3)CC2)cc1	0	19	17	1	10	-20	83	11	22	4	-2
O=S(Cc1ccc(Cl)cc1)CC(O)COc1ccc(Cl)cc1 (stereo unspecified)	3	5	7	7	-6	17	7	16	17	3	1
CC(C)Sc1cc(N2CCCC2)nc(-c2ccccc2)n1	-2	8	1	-6	4	2	-7	2	15	-4	0
COc1ccc(C(C)=O)cc1COC(=O)c1cc(=O)c2ccccc2o1	30	-12	-1	9	0	14	-4	17	17	-17	1
CCOC(=O)c1nnn(CC(=O)NC(=O)Nc2ccccc2)c1C(=O)OCC	13	-6	-11	7	9	-4	.	-4	-6	-4	-12
CCc1nnc(NC(=O)c2oc3ccccc3c2COC(C)C)s1	-14	10	4	4	5	-3	6	0	2	3	4
Cc1cc(C(=O)CSc2nn3c(=O)c(C(C)(C)C)nnc3s2)c(C)n1C1CC1	8	3	-9	0	-5	-2	-8	2	9	-16	-8
CCC1Nc2ncnc(N3CCCCC3)c2N(Cc2ccc(Br)cc2)C1=O (stereo unspecified)	-9	7	2	5	16	2	-6	-21	-7	-5	-23
CN(CCc1cn[nH]c1)Cc1nc(Cc2ccccc2)no1	5	-4	1	-3	2	3	12	-6	10	0	-6
CCCc1oc(C(=O)O)cc1CN1CCCC1	3	-8	-9	0	2	-1	-35	4	15	3	7
COc1ccc2[nH]cc(C3N4CC5(C)CN3CC(C)(C4)C5=O)c2c1 (stereo unspecified)	10	18	3	12	13	-3	-9	2	16	11	6
CN(Cc1ccco1)C(=O)C(Cc1ccccc1)NS(=O)(=O)c1ccc2c(c1)CCC(=O)N2 (stereo unspecified)	0	10	3	-12	9	-1	-12	-12	8	-3	7
CCCN1C(=O)C(=O)c2cc(C)ccc21	18	3	2	0	-1	-4	-2	1	-19	-14	5
COc1ccc(Br)cc1S(=O)(=O)N(CC(=O)N1CCN(C)CC1)c1ccccc1	-2	2	-3	-18	7	18	-4	-3	6	27	11
COC(=O)c1ccccc1NC(=O)CNC(=O)c1ccc(OC)c(OC)c1	-1	-8	5	-11	8	8	7	-30	15	0	-1
CCC(C)n1c(NC(=O)c2ccccc2)c(C#N)c2nc3ccccc3nc21 (stereo unspecified)	26	13	12	26	0	42	-9	-5	-3	58*	11
Cc1ccc(S(=O)(=O)N2CCC(=O)N(C(COCc3ccc(Cl)cc3)C(C)C)CC2)cc1 (stereo unspecified)	5	4	-1	14	8	-13	13	-22	13	5	7
Cn1c(NCc2ccco2)nc2ccccc21	7	-4	-11	-10	-8	-12	1	-49	-12	-11	1
CCSc1nnc(NC(=O)CSc2nnc(-c3c[nH]c4ccccc34)n2C)s1	-2	-1	7	4	7	-1	-6	9	0	-19	15
O=C1c2cccnc2C(=O)N1Cc1ccc2c(c1)OCO2	-9	-1	1	-1	11	8	5	11	8	3	-12
COC(=O)CCCn1cc(CN2CC(N3CCN(CCN(C)C)CC3)CS2(=O)=O)nn1 (stereo unspecified)	-16	-8	.	-2	.	2	.	.	.	5	.
CC(O)COc1ccc(/C(=N/O)c2ccccc2)cc1 (stereo unspecified)	-9	-23	-4	-6	-3	-4	-50	-61	-26	-30	2
Cc1c(Br)cccc1NC(=O)C1(C)CCN1Cc1ccc(OC(C)C)cc1 (stereo unspecified)	5	8	.	-8	4	7	1	-2	9	-1	-6
O=C(c1ccc2c3n(nc2c1)-c1ccc(Cl)cc1CO3)N1CCCCC1	15	-46	-30	-137	-18	4	-60	-96	-88	-30	-4
C=CCn1c(SCC(=O)Nc2ccc(S(N)(=O)=O)cc2)nnc1-c1cnccn1	-4	15	5	0	1	6	-9	9	-15	11	-24
O=C(CNC(=O)/C(=C\c1ccc(Br)cc1)NC(=O)c1ccccc1)OCc1ccccc1	0	-7	-7	19	-4	7	-4	-1	5	-9	9
CCOC(=O)c1c(C)[nH]c(C)c1C(=O)COC(=O)c1nc2nccc(C)n2n1	-9	16	5	2	-9	-20	-2	17	20	11	13
Cc1ccc(C2CN(C)C3(C(=O)Nc4ccccc43)C23COc2ccccc2C3=O)cc1 (stereo unspecified)	3	3	-2	-5	7	15	21	-18	-22	3	4
CC1(COS(N)(=O)=O)CCCCC1	-3	.	4	-14	5	-5	5	12	4	-1	0
CCOc1ccc(S(=O)(=O)Nc2cc(OC)ccc2OC)cc1	-2	-49	-6	47	15	4	37	2	27	27	-15
NC(=O)c1ccsc1NC(=O)COC(=O)CNC(=O)c1cccc([N+](=O)[O-])c1	-16	2	-3	-35	5	13	19	1	5	-27	-4
